# Compound activity from PubChem.
# Mtb UGM inh = Mtb UDP-galactopyranose mutase inhibition | P9WIQ1 | purified UGM, fluorescence polarization probe displacement | inhibition, % at 10 µM | 0.06% of 320,000 active | AID 504406; in the data active = inhibition above about 10%, passing the limit was not always enough; inconclusive = no clear call, values can overlap the other calls
# Target sequence (P9WIQ1 whole entry, looked up): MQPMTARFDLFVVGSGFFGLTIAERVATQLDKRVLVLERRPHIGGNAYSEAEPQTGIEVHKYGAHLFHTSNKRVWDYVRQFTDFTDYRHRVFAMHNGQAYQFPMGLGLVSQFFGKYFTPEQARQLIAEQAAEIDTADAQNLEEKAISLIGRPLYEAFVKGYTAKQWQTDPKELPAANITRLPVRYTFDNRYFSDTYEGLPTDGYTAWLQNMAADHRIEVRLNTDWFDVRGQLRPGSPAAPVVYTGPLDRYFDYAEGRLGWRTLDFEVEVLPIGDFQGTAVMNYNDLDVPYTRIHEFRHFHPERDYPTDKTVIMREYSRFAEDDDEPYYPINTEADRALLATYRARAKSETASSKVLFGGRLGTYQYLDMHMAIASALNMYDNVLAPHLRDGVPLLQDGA
# GDH-TPI counter = inhibits GDH-TPI coupling enzymes, artifact for Mtb FBA screen; inhibition, % at 4.8 µM; AID 588335; 1.2% of 360,000 active; GDH-TPI coupled enzyme counterscreen, NADH absorbance; in the data active = inhibition above about 30%;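 also: 0% = DMSO wells and 100% = wells lacking the enzyme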
# FBA Mtb inh = inhibits M. tuberculosis FBA enzyme. P9WQA3. inhibition, % at 1 µM. 2.3% of 360,000 active. AID 588726. purified M. tuberculosis FBA, fluorescence read-out; in the data active = inhibition above about 27%;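 also: 0% = vehicle and 100% = reference inhibitor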
# Target sequence (P9WQA3 whole entry, looked up): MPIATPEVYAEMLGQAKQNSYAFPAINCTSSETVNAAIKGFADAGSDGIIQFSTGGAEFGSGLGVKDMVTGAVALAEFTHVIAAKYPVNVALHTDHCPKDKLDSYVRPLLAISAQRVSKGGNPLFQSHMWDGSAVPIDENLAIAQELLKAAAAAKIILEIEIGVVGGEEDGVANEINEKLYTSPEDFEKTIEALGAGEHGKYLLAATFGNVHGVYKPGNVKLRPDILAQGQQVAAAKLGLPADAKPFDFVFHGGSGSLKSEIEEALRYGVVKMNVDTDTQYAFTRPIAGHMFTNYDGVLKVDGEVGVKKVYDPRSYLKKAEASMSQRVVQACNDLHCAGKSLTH
# FadD28 binding = blocks FadD28 binding to the bisubstrate probe; 0.22% of 360,000 active; inhibition, % at 12.5 µM; fluorescence polarization; AID 588549; in the data active = inhibition above about 8.5%, passing the limit was not always enough; inconclusive = no clear call, values can overlap the other calls
# Mtb BioA inh = BioA (M. tuberculosis) enzyme inhibition; 0.096% of 360,000 active; inhibition, % at 9.99 µM; purified M. tuberculosis BioA enzyme, plate reader; in the data active = inhibition above about 40%; inconclusive = no clear call, values can overlap the other calls
# TcdB GH inh = TcdB glycohydrolase inhibition; P18177; TcdB glycohydrolase enzymatic assay, plate reader; inhibition, % at 9.99 µM; 0.24% of 350,000 active; AID 652162; in the data active = inhibition above about 10%
# BH1578 lux ind = inducers of Vibrio cholerae quorum light production without autoinducers | 0.16% of 350,000 active | activation, % at 18.7 µM | V. cholerae BH1578 lux reporter, luminescence, 6 h; in the data active = activation mostly above about 9.7%, no sharp cut-off; inconclusive = no clear call, values can overlap the other calls; inactive = mostly below about 3.7%; also: not every result past the cut was called active; inactives centre near 0; reference of the scale not given here
# PfHsp40 yeast = compounds rescuing yeast from Plasmodium falciparum HSP40 toxicity; S. cerevisiae expressing PfHsp40, growth rescue, ATP luminescence; growth rescue, % at 12.5 µM; 0.68% of 340,000 active; in the data active = growth rescue above about 28%, passing the limit was not always enough; inconclusive = no clear call, values can overlap the other calls;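 also: yeast W303a lacking pdr1 and pdr3 grown in galactose medium; growth measured after three days at 30 °C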
# Yp Topo-I inh = inhibitors of Yersinia pestis topoisomerase I | AID 504884 | 0.064% of 360,000 active | activity, % at 10 µM | Y. pestis Topo-I cleavage product accumulation, plate reader; in the data active = activity above about 50%, passing the limit was not always enough; inconclusive = no clear call, values can overlap the other calls; also: inactives centre near 2
# Active calls of the source: *; i = inactive; u = inconclusive; x = no result given.
SMILES,FBA Mtb inh,FadD28 binding,PfHsp40 yeast,BH1578 lux ind,Mtb UGM inh,Yp Topo-I inh,GDH-TPI counter,Mtb BioA inh,TcdB GH inh
COc1ccc(-n2c(O)c(C=NCC(c3ccco3)N3CCCC3)c3ccccc3c2=O)cc1OC (stereo unspecified),15,-1.8,-0.1,-2.3,-0.1,18,12,x,x
O=C1/C(=C\c2cccnc2)SC(=S)N1c1ccc(F)cc1,-1,-2.5,-1.6,-0.5,-1.9,6,-5,-0.4,0.0
Cc1cccc(N/N=C/c2ccccc2O)c1,-1,-3.9,0.0,-1.4,-1.4,-24,-1,0.4,0.7
Cc1cc(NC(=O)Nc2ccc(Cl)cc2)n(C(C)(C)C)n1,2,-0.7,0.7,-0.6,-2.4,4,-3,-2.1,-0.5
NC[C@H](Cc1ccccc1)NCCCCC1CCCCC1,-1,-6.0,-0.9,-0.4,-3.3,-5,5,0.4,2.3
O=C(CCCN1C(=O)c2ccccc2C1=O)Nc1nnc(C2CC2)s1,1,0.5,-0.6,-0.8,0.2,-1,2,x,0.8
O=C(NNc1ncccc1-n1cccc1)c1ccc(Cl)cc1,-2,-4.2,21,-1.0,0.3,-7,-5,-1.6,-0.2
COC(=O)CSc1nc(N)c2c3c(sc2n1)C(c1ccccc1)SC(c1ccccc1)C3 (stereo unspecified),0,-3.4,-1.1,-0.3,-1.4,7,10,x,x
CCCNc1nc(C)cc(-c2cc(-c3ccc(Cl)cc3)on2)n1,-2,-3.0,-0.8,-0.6,-0.9,-11,5,0.5,-0.3
COc1ccc(C(=O)OCC(=O)Nc2ccc(N3CCOCC3)cc2)cc1,1,-0.4,-1.6,0.4,0.6,1,0,-0.7,0.6
CCOC(=O)C1Oc2ccccc2C(c2ccc(C)cc2)=C1C(=O)OC (stereo unspecified),-2,-2.5,0.9,1.5,x,39,8,0.4,0.5
O=C(NCCSc1ccccn1)c1ccc(Cl)cc1Cl,-2,-4.0,0.6,i,2.2,7,-11,0.7,1.6
CN(C)CCCNc1nc(N)c([N+](=O)[O-])c(NC2CCCCC2)n1,-1,-4.5,1.2,1.9,-1.7,1,13,1.2,0.6
COC(=O)c1cccc(COC(=O)c2ccc(N(C)C)cc2)c1,3,-0.7,0.8,0.0,3.8,-7,-5,1.9,x
Cc1occc1C(=O)NC(C)C12CC3CC(CC(C3)C1)C2 (stereo unspecified),-2,-1.2,105*,i,-1.4,1,9,x,0.5
COc1cccc(C2C3=C(N=c4s/c(=C\c5ccc(O)cc5)c(=O)n42)c2ccccc2CC3)c1OC (stereo unspecified),4,-2.2,-1.5,-0.4,-2.2,-8,7,x,1.5
Cc1ccccc1NC(=O)c1ccc(CN2CCc3ccccc3C2)cc1,3,-0.7,1.2,4.2,-3.3,8,0,-1.5,x
CC(=O)Nc1ccc(C(C)=NNC(=O)C2CCCC2)cc1,-2,-3.2,x,-1.0,x,8,-1,0.2,1.1
COc1ccc(Cl)cc1Nc1nc(NCCO)nc(N2CCCCC2)n1,1,-3.6,0.1,i,0.1,23,-3,2.7,1.2
CS(=O)(=O)N(CC(=O)N1CCN(c2cccc(Cl)c2)CC1)c1ccccc1,0,-0.8,-0.5,-0.4,0.1,30,1,2.4,x
O=C(CSc1nnc(Cc2cc(=O)[nH]c(=O)[nH]2)n1-c1ccc(Cl)cc1)NC1CCCC1,7,-1.9,-1.8,-0.3,2.3,10,18,-4.6,-1.0
COc1ccc(N2CCN(C(=O)CSc3ncnc4c3cnn4-c3ccccc3C)CC2)cc1,-3,1.7,0.8,0.6,-1.0,3,2,x,x
CCN(C(=O)COC(=O)c1cccc(S(=O)(=O)N(CC)CC)c1)C1CCS(=O)(=O)C1 (stereo unspecified),3,-1.2,-0.2,i,1.6,-9,16,0.3,1.4
CC(C)NC(=O)c1ccccc1S(=O)c1ccccc1C#N (stereo unspecified),1,-0.2,0.3,0.3,3.5,5,5,-2.7,x
CC1(C)CC2CC(C)(CN2S(=O)(=O)c2cccc(C(=O)OCC(N)=O)c2)C1 (stereo unspecified),4,-1.6,-0.6,i,-2.0,8,1,x,1.2

# The closing five records of the part above are carried over, then new ones follow.
SMILES,FBA Mtb inh,FadD28 binding,PfHsp40 yeast,BH1578 lux ind,Mtb UGM inh,Yp Topo-I inh,GDH-TPI counter,Mtb BioA inh,TcdB GH inh
O=C(CSc1nnc(Cc2cc(=O)[nH]c(=O)[nH]2)n1-c1ccc(Cl)cc1)NC1CCCC1,7,-1.9,-1.8,-0.3,2.3,10,18,-4.6,-1.0
COc1ccc(N2CCN(C(=O)CSc3ncnc4c3cnn4-c3ccccc3C)CC2)cc1,-3,1.7,0.8,0.6,-1.0,3,2,x,x
CCN(C(=O)COC(=O)c1cccc(S(=O)(=O)N(CC)CC)c1)C1CCS(=O)(=O)C1 (stereo unspecified),3,-1.2,-0.2,i,1.6,-9,16,0.3,1.4
CC(C)NC(=O)c1ccccc1S(=O)c1ccccc1C#N (stereo unspecified),1,-0.2,0.3,0.3,3.5,5,5,-2.7,x
CC1(C)CC2CC(C)(CN2S(=O)(=O)c2cccc(C(=O)OCC(N)=O)c2)C1 (stereo unspecified),4,-1.6,-0.6,i,-2.0,8,1,x,1.2
COc1ccc(C2CC(=O)Nc3n[nH]c(-c4ccccc4)c32)cc1OC (stereo unspecified),-2,-3.6,0.4,i,0.0,0,17,x,0.1
Cc1ccc(NS(=O)(=O)c2cc(NC(=O)C(C)Oc3ccccc3)ccc2C)c(C)c1 (stereo unspecified),-2,-0.6,1.1,-0.4,-0.7,-7,-2,3.5,x
Cc1cccc(C)c1N=C1C(=O)Nc2ccccc21,0,-1.2,4.0,i,4.1,4,-4,-1.0,-1.0
CCN(CC)CCOC(=O)c1ccc(NC(=O)c2cccc(C)c2[N+](=O)[O-])cc1,-1,0.0,-0.5,0.2,4.4,-3,6,x,0.2
O=C(NCc1cccc(OC(F)(F)F)c1)c1cccc2c1C(=O)c1ccc(-c3ccc(F)cc3OCc3ccccc3)cc1S2(=O)=O,0,-1.2,-0.1,i,0.3,-7,1,0.2,0.4
CC(=O)c1ccc(N2CCN(C(=O)/C=C/c3ccc4ccccc4n3)CC2)cc1,-2,-1.6,8.0,1.5,0.8,14,22,x,3.7
O=C(COc1ccc(Cl)cc1)NCc1nnc(SCC(=O)N2CCCC2)o1,-1,-3.3,-0.2,i,0.4,7,-1,-0.3,-0.7
CCCCc1nc(Cl)c(C#N)c2c1CCC2,0,-4.4,x,0.5,-0.5,-6,-8,-0.6,0.0
Cc1ccc(-n2c(SCc3ccc([N+](=O)[O-])cc3)nc3ccccc3c2=O)cc1,1,-0.3,0.1,0.0,-2.2,-3,8,x,x
CCCc1cc(=O)[nH]c(SCC(=O)c2cc(C)n(CC(F)(F)F)c2C)n1,1,-6.6,0.3,i,-4.3,4,5,x,0.3
Cc1occc1-c1nnc(SCC(=O)N2CCOCC2)n1CCc1ccccc1,5,-2.6,-1.0,-0.8,1.3,1,2,1.3,x
CCOc1cc(N2CCOCC2)c(OCC)cc1NC(=O)CCS(=O)(=O)c1ccc(Cl)cc1,-1,-0.7,0.9,i,-0.2,-5,10,x,x
O=Cc1cn(-c2ccccc2)nc1-c1ccc2c(c1)OCCO2,-1,-2.5,u,-0.2,5.4,17,-12,0.3,x
Fc1ccccc1COc1ccccc1CNCc1ccncc1,0,-1.4,19,-1.5,1.6,11,11,8.4,-1.0
O=C(CN1C(=O)NC2(CCCCCC2)C1=O)c1ccc2c(c1)OCCO2,1,-2.8,2.0,i,-0.3,10,-5,0.1,x
O=c1[nH]c(=O)n(Cc2ccc(Oc3ccccc3)cc2)cc1Br,2,-4.7,-0.1,i,0.2,35,4,x,1.6
O=C(CN1CCN(C(=O)CNC(=O)c2ccc3c(c2)OCO3)CC1)Nc1cccc(F)c1,4,-1.8,0.2,i,1.1,0,2,9.3,0.8
Cc1ccccc1OCC(=O)OCC(=O)NCCc1ccccc1,2,-2.1,0.3,-0.6,3.1,9,12,-1.5,0.9
COCCn1c(-c2ccccc2)csc1=Nc1cccnc1,1,0.8,-0.4,-0.3,0.9,31,9,x,1.2
Cc1ccc(C)c(C(=O)CCC(=O)Nc2ccc(F)cc2)c1,-1,-1.3,-1.8,i,-1.7,2,11,-1.5,0.3
CC(C)(C)Nc1nc(Oc2ccc(=O)[nH]n2)nc(N2CCOCC2)n1,0,0.0,-0.6,i,0.3,-10,4,x,1.3
O=C(NCc1ccco1)C(c1ccccc1)N(C(=O)Cc1cccs1)c1ccccc1 (stereo unspecified),3,-1.1,-1.8,i,0.3,-7,-2,-1.2,x
O=C(NN=C1CCCCCC1)c1ccncc1,0,-3.2,0.3,-0.2,0.1,-6,-2,0.7,1.5
O=C1c2ccccc2C(=O)N1CC(O)COc1ccc(Br)cc1 (stereo unspecified),1,-3.7,-2.3,-0.3,1.8,-4,-3,-2.8,0.6
Cc1ccc(-c2nn(-c3ccccc3)cc2C(=O)N2CCOCC2)cc1,-5,-1.2,-1.1,3.1,-0.9,10,15,-0.8,x

# 3 entries out of the list, ordered by formula weight, descending:
SMILES,FBA Mtb inh,FadD28 binding,PfHsp40 yeast,BH1578 lux ind,Mtb UGM inh,Yp Topo-I inh,GDH-TPI counter,Mtb BioA inh,TcdB GH inh
CCN(CC)CCOC(=O)c1ccc(NC(=O)c2cccc(C)c2[N+](=O)[O-])cc1,-1,0.0,-0.5,0.2,4.4,-3,6,x,0.2
COc1ccc(C2CC(=O)Nc3n[nH]c(-c4ccccc4)c32)cc1OC (stereo unspecified),-2,-3.6,0.4,i,0.0,0,17,x,0.1
CC(C)(C)Nc1nc(Oc2ccc(=O)[nH]n2)nc(N2CCOCC2)n1,0,0.0,-0.6,i,0.3,-10,4,x,1.3

# Continued:
SMILES,FBA Mtb inh,FadD28 binding,PfHsp40 yeast,BH1578 lux ind,Mtb UGM inh,Yp Topo-I inh,GDH-TPI counter,Mtb BioA inh,TcdB GH inh
Cc1cc(C(=O)CS(=O)(=O)c2ccc(F)cc2)cc(C)c1O,1,2.1,-0.9,-0.6,-1.5,8,9,8.0,1.9
Cc1ccc(-c2csc(/C(C#N)=C(\O)CCl)n2)cc1,1,4.3,0.3,-3.2,x,-19,7,x,x
CN(C)c1ccnc2sc3c(SCc4ccc(Cl)cc4)ncnc3c12,11,2.3,0.1,-0.1,1.7,3,10,x,x
CCOC(=O)C(NC(=O)NCc1ccc(OC)cc1)(OCC)C(F)(F)F (stereo unspecified),2,-1.3,1.9,-0.4,-0.7,0,9,x,0.4
COC(=O)Cn1cc(/C=C(/C#N)C(=O)N2CCOCC2)c2ccccc21,3,-1.4,0.2,-1.6,0.7,-1,21,x,-2.1
CCCn1nc(C(=O)Nc2cc(S(=O)(=O)Nc3ccc(OC)cc3)ccc2O)c2ccccc2c1=O,-2,-0.7,1.1,i,-0.9,-15,9,-0.2,0.9
NC(=O)c1ccc(OCCC(O)N2CC=C(c3ccc(F)cc3)CC2)cc1 (stereo unspecified),-1,-1.5,0.0,-3.0,-0.8,17,10,0.5,2.1
CCc1nc2c(OCC3CCCCC3)cccn2c1N(C)C(=O)c1ccc(C)cc1,-2,-5.0,x,-0.3,x,30,-3,0.8,-0.2
CC1=C(C)CC(C(=O)NCc2ccccn2)C(C(=O)O)C1 (stereo unspecified),1,-1.8,2.0,-0.4,-2.6,3,-5,x,1.6
CC1(C)CC(=O)c2sc(NC(=O)c3cccs3)nc2C1,2,-0.5,15,i,-0.6,3,25,-1.0,x
Oc1ccc(-c2[nH]ncc2-c2cnn(-c3ccccc3)c2)c(O)c1,-1,-0.8,0.7,-0.2,-1.3,0,-1,3.5,3.5
COc1cccc(NC(=O)Nc2nnc(Cc3ccccc3F)s2)c1,-3,-1.4,-1.5,-1.4,-0.4,13,8,2.3,1.6
O=C(NN1C(=O)C2C3C=CC(C4CC34)C2C1=O)c1ccc(Cl)cc1 (stereo unspecified),0,-2.3,-0.3,-1.3,-2.2,-2,-3,0.1,x
Cc1ccc2cccc(OCCOCCOc3ccccc3Br)c2n1,3,0.8,2.1,-0.4,1.4,31,3,x,-2.8
